# hERG WT inh: inhibitors of human wildtype KCNH2 potassium channel | Q12809 | hit rate 0.37% among 340,000 | U2OS, BacMam KCNH2, thallium flux FluxOr; active compounds read low | activity change, % at 1.84 µM;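 active means maximum activity change below -70%; inconclusive means maximum activity change between -70% and -50%; inactive means maximum activity change above -50%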; further: on the % scale 0 is the no-effect control and ±100 the full control effect
#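 U2OS cells were transduced with wild-type KCNH2 virus (2.03 x 10^8 / mL) for 4 h at room temperature, then cultured overnight at 37 C. Thallium flux was read with FluxOr dye. Rate constants were normalized to DMSO controls.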
# MBNL1 CUG block: blocks human MBNL1 binding to CUG repeat RNA | Q9NR56 | TR-FRET MBNL1-His/biotin-(CUG)12 binding, 665/545 ratio | Potency, µM (series often up to 57.5 µM), for inactives: at the top dose activity change, negative = inhibition, usual class: inhibitors | hit rate 0.036% among 280,000 | AID 2675; active means well fitted inhibition curve with a large enough effect in the signal ratio, with a control signal flat, not every such curve was filed as active; inconclusive means small, poorly fitted or top-dose-only effect, or effect the other way, or a change in a side signal; inactive means no such curve, though single readings can be large or run the other way; the % refers to the signal ratio; further: potency means the concentration at half of the fitted maximal effect; on the % scale 0 is the no-effect control and ±100 the full control effect
#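 Ratiometric TR-FRET (665 over 545 nm, excitation 340 nm) tracks disruption of MBNL1-His/biotin-(CUG)12 complex after 60 min at room temperature, with compounds at 92 nM to 58 uM final.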
# USP2a inh: USP2a (human) protease inhibition; USP2 core, Ub-CHOP2 coupled fluorogenic reporter, 485/531; Potency, µM (titrated, usually from 38.3 µM), inactives show top-dose activity change, negative = inhibition, most hits filed as inhibitors; hit rate 0.01% among 330,000;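 further: potency means the concentration at half of the fitted maximal effect; plate controls were DMSO wells for no effect and full inhibition by NEM control for full effect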
#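 Deubiquitinase activity read as fluorescence (485/531 nm) after Ub-CHOP2 cleavage activates the enterokinase reporter on its substrate; USP2 core 10nM, Ub-CHOP2 and substrate 25nM each, 30min compound preincubation then 60min RT; data normalized to NEM, curves fitted.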
# ASM inhibitor: blocks human secretory acid sphingomyelinase; placental ASM, HMU-PC fluorogenic substrate, 60 min; Potency, µM (top dose mostly 57.5 µM), without a hit: top-dose activity change, negative = inhibition, hits mostly inhibitors; hit rate 0.006% among 340,000; AID 504937; further: potency means the concentration at half of the fitted maximal effect
#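 HMU-PC0 cleavage (9 uM final) by human placental ASM, 60 min at 37 °C following 10 min compound exposure at RT; stopped at pH 10, fluorescence Ex 386/Em 447 nm.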
# Eya2 phos inh: Eya2 (human) phosphatase inhibition; O00167; recombinant Eya2, OMFP fluorescence dephosphorylation (OMFP is methylfluorescein phosphate); Potency, µM (top dose mostly 76.9 µM), without a hit: top-dose activity, negative = inhibition, most hits filed as inhibitors; hit rate 0.006% among 330,000; further: potency means the concentration at half of the fitted maximal effect; on the % scale 0 is the no-effect control and ±100 the full control effect
# Target sequence (O00167 whole entry, looked up): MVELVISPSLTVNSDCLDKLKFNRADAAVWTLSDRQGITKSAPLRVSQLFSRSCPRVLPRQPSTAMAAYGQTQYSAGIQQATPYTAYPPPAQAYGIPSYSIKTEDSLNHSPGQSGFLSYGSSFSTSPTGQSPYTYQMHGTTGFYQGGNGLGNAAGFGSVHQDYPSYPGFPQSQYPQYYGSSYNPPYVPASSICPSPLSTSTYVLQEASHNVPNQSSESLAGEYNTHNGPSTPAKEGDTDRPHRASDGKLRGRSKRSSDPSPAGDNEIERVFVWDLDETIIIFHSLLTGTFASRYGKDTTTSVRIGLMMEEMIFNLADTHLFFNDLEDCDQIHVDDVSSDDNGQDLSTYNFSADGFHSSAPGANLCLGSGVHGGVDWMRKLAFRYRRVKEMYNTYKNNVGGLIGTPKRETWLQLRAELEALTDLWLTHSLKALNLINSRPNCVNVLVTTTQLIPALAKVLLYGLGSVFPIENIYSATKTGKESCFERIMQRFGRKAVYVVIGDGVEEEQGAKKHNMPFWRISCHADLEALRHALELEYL
#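 Eya2 (0.2 uM) preincubated 10 min at ambient with compound, then OMFP substrate added at 50 uM; 10 min reaction in 50 mM HEPES pH 7.5, 50 mM NaCl, 5 uM MgCl2, 0.05% BSA, 1 mM DTT. Fluorescence read at Ex 485/Em 525 nm.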
# GALK inh: galactokinase (human) inhibition. P51570. Purified GALK, Kinase-Glo residual ATP luminescence. Potency, µM (top dose mostly 57.5 µM), without a hit: at the highest dose activity change, negative = inhibition, usual class: inhibitors. hit rate 0.007% among 270,000. AID 1868; further: potency means the concentration at half of the fitted maximal effect; on the % scale 0 is the no-effect control and ±100 the full control effect
# Target sequence (P51570 whole entry, looked up): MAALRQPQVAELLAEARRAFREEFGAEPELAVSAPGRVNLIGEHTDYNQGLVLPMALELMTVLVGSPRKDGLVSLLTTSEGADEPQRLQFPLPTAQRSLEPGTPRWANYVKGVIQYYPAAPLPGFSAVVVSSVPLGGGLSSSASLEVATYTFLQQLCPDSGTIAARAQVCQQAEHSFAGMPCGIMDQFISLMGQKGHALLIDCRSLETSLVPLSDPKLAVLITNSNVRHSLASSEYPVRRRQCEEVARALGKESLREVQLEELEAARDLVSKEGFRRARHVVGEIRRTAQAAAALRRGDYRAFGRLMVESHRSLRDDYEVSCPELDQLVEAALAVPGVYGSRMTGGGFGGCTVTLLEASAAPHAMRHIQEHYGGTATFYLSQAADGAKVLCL
#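 Luminescence from leftover ATP (Ultra-Glo luciferase/luciferin) served as read-out after a 1 h room-temperature reaction of 5 nM GALK with 35 uM ATP and 100 uM galactose.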
# PKM2 activator: increases activity of human pyruvate kinase M2. AID 1631. Potency, µM (doses to about 57.5 µM), inactives show at the top dose activation, most hits filed as activators. P14618. purified PKM2, Kinase-Glo ATP luminescence, activation; response scale: 0% is enzyme alone, no compound. hit rate 0.34% among 260,000; further: potency means the concentration at half of the fitted maximal effect; on the % scale 0 is the no-effect control and ±100 the full control effect; nearly all actives have a fitted effect of over 55% in size
#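 Kinase-Glo luminescence reports ATP generated from ADP (0.1 mM) and PEP (0.5 mM) by purified hPK-M2 after 1 h at room temperature, pH 7.2 imidazole buffer; intermediate enzyme activity allows detecting inhibitors and activators.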
# Menin-MLL TR inh: menin-MLL binding inhibition, Texas Red mutant peptide; Potency, µM (doses to about 61.6 µM), without a hit: at the highest dose FP activity change, negative = inhibition, actives largely listed as inhibitors; AID 1768; O00255; hit rate 0.23% among 270,000; Menin + Texas Red MLL mutant peptide, fluorescence polarization; active means well fitted inhibition curve with a large enough effect in the polarisation, with a control signal flat, not every such curve was filed as active; inconclusive means small, poorly fitted or top-dose-only effect, or effect the other way, or a change in a side signal; inactive means no such curve, though single readings can be large or run the other way; the % refers to the polarisation; further: potency means the concentration at half of the fitted maximal effect; % of control where 0% means no effect; many of its hits are not listed in these tables
# TSHR antagonist: antagonists of human thyroid stimulating hormone receptor; hit rate 0.2% among 330,000; TSHR-expressing cells, TSH-stimulated cAMP HTRF, 2 h; active compounds read low; P16473; activity change, negative = inhibition, % at 11.5 µM;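 active means activity change below a set negative limit, meaning inhibition stronger than a set level, cut at about -70% in these data; inconclusive means activity change between two set negative limits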; further: on the % scale 0 is the no-effect control and ±100 the full control effect
#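 Antagonism was scored as loss of TSH-driven cAMP in TSHR cells, stimulated with 4nM TSH (EC80) for 2 hours at 37 deg C and detected by homogeneous HTRF competition immunoassay.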
# Mito fusion act: mitochondrial division inhibition or fusion activation; Potency, µM (titrated, usually from 46.1 µM), without a hit: top-dose growth rescue (activation), actives largely listed as activators; S. cerevisiae fusion-defective mutant growth rescue, CellTiterGlo 48 h; hit rate 0.23% among 320,000; AID 485298;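 further: potency means the concentration at half of the fitted maximal effect; % of control where 0% means no effect; nearly all actives have a fitted effect of over 45% in size; temperature-sensitive fusion mutants such as fzo1-1 at 37 °C on non-fermentable ethanol glycerol medium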
#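 Compounds are tested for their ability to restore growth of mitochondrial fusion-defective yeast strains at non-permissive 37C in YPEG medium over 48 hours. Viability is quantified by luciferase luminescence.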
# Chronic BCR inh: blocks chronic active B-cell receptor signaling; ABC-DLBCL IkBa-CBG/CBR reporter, luminescence ratio, 4 h; Potency, µM (series often up to 46.1 µM), without a hit: at the highest dose ratio change, negative = lower green/red ratio, most hits filed as inhibitors; hit rate 0.05% among 340,000; AID 493014; active means well fitted inhibition curve with a large enough effect in the signal ratio, with a control signal flat, not every such curve was filed as active; inconclusive means small, poorly fitted or top-dose-only effect, or effect the other way, or a change in a side signal; the % refers to the signal ratio;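 further: potency means the concentration at half of the fitted maximal effect; plate controls were basal doxycycline-induced cells for no effect and cells given 10 µM MG132 for full effect; MG132 reads +100%, hits lower the ratio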
#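 TMD8 human ABC-DLBCL cells with doxycycline-inducible IκBα–green luciferase fusion and unfused red luciferase, in 0.5% FBS medium; compounds up to 46 uM, 4 h at 37C. Green/red luminescence ratio, filter-overlap corrected, fitted to concentration-response curves.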
# Numbers without * were called inactive; ? = inconclusive; . = no result given; [ ] = another dose, or the depositor's remark. Unless noted, the call rests on the fitted dose curve; in most records, active means well fitted curve in the direction sought with a large enough effect; inconclusive means small, poorly fitted or top-dose-only effect, or another doubt; inactive means no such curve, though single readings can be large; an effect the other way counts as inactive or inconclusive. These rows are one share of the data; rates above refer to the full screens.
SMILES,hERG WT inh,MBNL1 CUG block,USP2a inh,ASM inhibitor,Eya2 phos inh,GALK inh,PKM2 activator,Menin-MLL TR inh,TSHR antagonist,Mito fusion act,Chronic BCR inh
CN1CCN(Cc2nc3ccccc3c(=O)[nH]2)CC1,4,-4%,-3%,0%,-11%,-1%,0%,.,2,-1%,-3%
CCCCCCN=C(C)c1c(O)n(CCCC)c(=O)[nH]c1=O,5,-7%,0%,-8%,-4%,1%,5%,0%,-5,5%,1%
CCC(=NCCCN(CC)CC)c1c(O)n(C2CCCCC2)c(=O)[nH]c1=O,10,5%,0%,-1%,-3%,4%,-2%,-10%,-7,-2%,-1%
O=C(c1ccccc1)c1cn(CC(=O)N2CCCC2)c2ccccc12,4,6%,6%,1%,-1%,1%,6%,-7%[11.7 µM],5,5%,-5%
O=C(COc1ccccc1)N1CCN(C2CCCC2)CC1,14,-1%,0%,-3%,17%,5%,18%,-17%,-10,-2%,8%
O=C(O)c1ccc(/C=C/C(=O)c2ccc3c(c2)OCCCO3)cc1,0,1%,3%,0%,21%,-2%,.,.,-6,2%,?
COC(=O)C1=C(N)Oc2c(c(=O)oc3ccccc23)C1c1cccnc1 (centres undefined),3,0%,5%,2%,-29%,-1%,0%,9%,1,2%,?
CC(=NCC1CCCO1)c1c(O)n(-c2ccc(C)cc2)c(=O)[nH]c1=O (centres undefined),29,-6%,-5%,0%,4%,0%,5%,-11%,-10,3%,?
Cc1cc(N2CCCC2)ccc1C=C(C#N)C#N,1,18%,0%,0%,-6%,-2%,-5%,?,-5,-3%,-1%
Cc1cc(OCC(=O)N2CCC(C(=O)O)(c3ccccc3)CC2)c2c(C)c(C)c(=O)oc2c1,4,2%,2%,6%,-10%,.,4%,14%,-2,0%,-7%
CCCCOc1ccc(CCN)cc1Cl,-13,.,0%,0%,5%,1%,-4%,0%,11,-13%,?
C=CCn1c(O)c(C(C)=NCc2cccnc2)c(=O)[nH]c1=O,-14,-3%,1%,8%,10%,3%,0%,-4%,11,0%,?

# Structures above that have a COOH group (two):
SMILES,hERG WT inh,MBNL1 CUG block,USP2a inh,ASM inhibitor,Eya2 phos inh,GALK inh,PKM2 activator,Menin-MLL TR inh,TSHR antagonist,Mito fusion act,Chronic BCR inh
O=C(O)c1ccc(/C=C/C(=O)c2ccc3c(c2)OCCCO3)cc1,0,1%,3%,0%,21%,-2%,.,.,-6,2%,?
Cc1cc(OCC(=O)N2CCC(C(=O)O)(c3ccccc3)CC2)c2c(C)c(C)c(=O)oc2c1,4,2%,2%,6%,-10%,.,4%,14%,-2,0%,-7%

# Random excerpt: four records from the list.
SMILES,hERG WT inh,MBNL1 CUG block,USP2a inh,ASM inhibitor,Eya2 phos inh,GALK inh,PKM2 activator,Menin-MLL TR inh,TSHR antagonist,Mito fusion act,Chronic BCR inh
CCCCCCN=C(C)c1c(O)n(CCCC)c(=O)[nH]c1=O,5,-7%,0%,-8%,-4%,1%,5%,0%,-5,5%,1%
CCC(=NCCCN(CC)CC)c1c(O)n(C2CCCCC2)c(=O)[nH]c1=O,10,5%,0%,-1%,-3%,4%,-2%,-10%,-7,-2%,-1%
CN1CCN(Cc2nc3ccccc3c(=O)[nH]2)CC1,4,-4%,-3%,0%,-11%,-1%,0%,.,2,-1%,-3%
CC(=NCC1CCCO1)c1c(O)n(-c2ccc(C)cc2)c(=O)[nH]c1=O (centres undefined),29,-6%,-5%,0%,4%,0%,5%,-11%,-10,3%,?

# More compounds.
SMILES,hERG WT inh,MBNL1 CUG block,USP2a inh,ASM inhibitor,Eya2 phos inh,GALK inh,PKM2 activator,Menin-MLL TR inh,TSHR antagonist,Mito fusion act,Chronic BCR inh
CCC(=Nc1cc(OC)ccc1OC)c1c(O)[nH]c(=O)[nH]c1=O,3,-2%,2%,-1%,-7%,-3%,5%,7%,-10,-2%,-15%
C[C@]12CCC3C(CC[C@H]4C[C@@H](O)CC[C@]34C)C1C[C@@H](O)[C@H]2O (some centres undefined),-5,.,2%,2%,-4%,.,.,.,2,.,0%
CC1CN(C(=O)CCC(=O)N2CCC3(CC2)OCCO3)c2cc(Cl)ccc2O1 (centres undefined),-29,-9%,3%,2%,5%,1%,.,.,18,1%,5%
COc1cccc2sc3ccc(C#Cc4ccc(N)cc4)cc3c(=O)c12,-8,5%,2%,-8%,4%,.,0%,?,-3,0%,?
Cc1ccc(NC(=O)c2ccc(C)c(S(=O)(=O)N3CCCCC3)c2)nc1,-10,.,0%,-2%,-20%,.,.,.,0,-11%,21%
CC(N)Cc1c[nH]c2ccc(OCc3cccs3)cc12 (centres undefined),7,.,.,-4%,4%,.,.,0%,-15,5%,.
CC(C)OC(=O)Nc1ccc(N=C(N)N[N+](=O)[O-])cc1,6,-2%,2%,0%,1%,2%,8%,1%,4,?,-2%
CN1CCN(c2ccc(NC(=O)C(C)(C)C)cc2)CC1,1,-13%,0%,6%,0%,2%,12%,-18%,11,2%,-25%
CCn1c(O)c(C=Nc2cc(Cl)ccc2Cl)c(=O)n(CC)c1=O,5,-1%,4%,17%,-4%,1%,0%,-18%,1,-4%,2%
C[C@H]1CC[C@H]2NCCN[C@H]2C1,-18,-12%,1%,5%,21%,6%,-18%,.,10,-4%,14%
Nc1ccc2nonc2c1[N+](=O)[O-],.,?,?,-3%,?,0%,0%,0%,0,-3%,5%
O=C1NC(=O)N(c2ccccc2)C(=O)/C1=C\c1ccc([N+](=O)[O-])o1,.,.,4%,.,20%,-5%,0%,.,-7,2%,?
Cc1ccccc1N1C(=O)NC(=O)/C(=C\c2ccc3c(c2)CCCN3Cc2ccccc2)C1=O,0,9%,0%,-1%,3%,.,14%,-8%,3,6%,0%
O=C(O)c1ccccc1Nc1cccc(C(F)(F)F)c1,13,?,0%,4%,-7%,-4%,-7%,?,-17,?,?
CCOc1cc2c(cc1OCC)-n1cccc1C(c1ccc(OC)c(O)c1)NC2 (centres undefined),-5,-12%,-6%,2%,5%,.,.,?,18,-33%[inhibitor],?
O=C(c1ccc(F)cc1)C(CN1CCOCC1)c1ccccc1 (centres undefined),3,-4%,2%,3%,-3%,7%,1%,5%,-10,0%,?
COc1ccc(OCC(=O)N2CCN(CC3CC4C=CC3C4)CC2)cc1 (centres undefined),21,-2%,-1%,2%,6%,2%,0%,-19%,-4,3%,-2%
COc1ccc2nc(NC(=O)CCc3nc(C4=CCN(C)CC4)no3)sc2c1,2,20µM*,1%,0%,-26%,-3%,1%,5%,5,-1%,?
O=c1[nH]c(=O)n(C2CCCCCC2)c(O)c1C=NC1CCN(Cc2ccccc2)CC1,42,-4%,-2%,2%,-1%,5%,1%,-13%,-1,0%,0%
COP(=O)(OC)C(NC(=O)C(C)(C)C)=C(Cl)Cl,-3,2%,11%,1%,3%,-3%,7%,3%,-9,-1%,?
O=C(/C=C/c1ccc2c(c1)OCO2)c1c(O)n(CCc2ccccc2)c(=O)[nH]c1=O,7,-3%,-5%,-7%,-17%,.,0%,.,-10,-3%,0%
COP(=S)(OC)SCN1C(=O)c2ccccc2C1=O,18,19%,1%,-6%,4%,0%,5%,-2%,12,15%,1%
COc1cc(CN2CCSCC2)cc(OC)c1OC,-15,0%,4%,2%,7%,-2%,-4%,?,12,6%,8%
CC1(C)Cc2c(sc3c2C(=O)NC(c2cccnc2)N3)CO1 (centres undefined),-6,20%,-1%,107%,-22%,0%,-3%,-2%,0,-2%,?
O=C1NC(=O)C(=Cc2coc3ccc(O)cc3c2=O)C(=O)N1,-18,5%,1%,-2%,32%,.,32µM*,.,-1,-3%,0%
COc1ccccc1N1CCN(Cc2cccc(OC)c2O)CC1,16,-18%,1%,18%,5%,-1%,2%,0%,-3,0%,0%
COc1cc2c(cc1OC)-c1c3c(cc4c1[C@@H](C2)N(C)CC4)OCO3,-2,?,0%,15%,1%,.,0%,-2%,-9,-2%,-18%

# Screening results deposited in PubChem by National Center for Advancing Translational Sciences (NCATS).
